# Source: PubChem BioAssay (Johns Hopkins Ion Channel Center)
# CHT block: inhibitors of human choline transporter CHT; B-score at 10 µM; AID 488975; hit rate 0.86% among 310,000; CHT-expressing cells, membrane potential dye, choline response; hits give low values;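 active means B-score over 3 SD under the library average, and starting fluorescence ratio not unusually high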;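 further: choline stimulus applied at its EC90 after an EC20 pre-addition; B-score computed on integrated fluorescence ratio after choline addition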
# Target sequence (Q9GZV3 whole entry, looked up): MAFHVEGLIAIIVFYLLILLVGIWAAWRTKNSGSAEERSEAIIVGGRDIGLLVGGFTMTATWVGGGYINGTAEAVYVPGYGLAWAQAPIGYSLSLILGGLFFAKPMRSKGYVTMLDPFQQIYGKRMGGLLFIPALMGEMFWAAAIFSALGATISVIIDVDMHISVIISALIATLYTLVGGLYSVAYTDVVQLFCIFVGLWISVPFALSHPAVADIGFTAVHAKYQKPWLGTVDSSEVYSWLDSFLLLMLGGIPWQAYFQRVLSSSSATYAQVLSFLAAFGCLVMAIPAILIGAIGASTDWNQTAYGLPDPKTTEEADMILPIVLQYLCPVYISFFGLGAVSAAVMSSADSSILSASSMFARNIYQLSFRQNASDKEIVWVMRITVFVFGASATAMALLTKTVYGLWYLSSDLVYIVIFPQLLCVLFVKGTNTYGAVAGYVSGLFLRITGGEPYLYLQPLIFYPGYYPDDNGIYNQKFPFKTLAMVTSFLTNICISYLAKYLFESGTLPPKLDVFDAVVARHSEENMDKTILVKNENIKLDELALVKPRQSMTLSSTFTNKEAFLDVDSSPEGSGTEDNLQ
# Kir21 block: Kir2.1 (mouse) channel inhibition. hit rate 0.85% among 310,000. P35561. B-score at 10 µM. HEK293-Kir2.1, FluxOR thallium flux fluorescence; hits give low values;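 active means fluorescence ratio B-score at or below minus 3 SD of library scores, with starting-brightness B-score within 2 SD, cut at about -4.2 in these data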;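 further: channel flux triggered by added potassium and thallium sulfate stimulus; B-score of peak minus minimum fluorescence over baseline after thallium stimulus; more negative B-score means stronger Kir2.1 block with less thallium influx; some compounds called inactive have numbers as strong as hits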
# Target sequence (P35561 whole entry, looked up): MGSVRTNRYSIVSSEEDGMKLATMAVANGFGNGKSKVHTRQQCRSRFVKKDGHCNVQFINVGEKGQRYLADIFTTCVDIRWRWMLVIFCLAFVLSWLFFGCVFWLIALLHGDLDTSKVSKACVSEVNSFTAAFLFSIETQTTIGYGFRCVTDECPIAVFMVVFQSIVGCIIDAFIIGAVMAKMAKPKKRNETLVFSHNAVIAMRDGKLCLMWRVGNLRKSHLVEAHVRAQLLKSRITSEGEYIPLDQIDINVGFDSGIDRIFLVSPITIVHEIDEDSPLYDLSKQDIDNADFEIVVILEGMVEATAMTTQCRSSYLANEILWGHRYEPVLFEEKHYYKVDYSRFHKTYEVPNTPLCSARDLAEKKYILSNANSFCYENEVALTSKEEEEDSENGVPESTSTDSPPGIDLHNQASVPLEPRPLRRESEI
# * hit, by the source's call; i = inactive.
# Value order – CHT block	Kir21 block
CC(C)Cc1ccc(C(C)C(N)=NCCc2ccccc2)cc1 (stereo not given)
 : i	-7.5*
O=C(O)C1C2C=CC(C2)C1C(=O)NCc1cccs1 (stereo not given)
 : i	0
COc1ccccc1N1CCN(C(=O)c2ccc(NS(=O)(=O)c3ccc(C)cc3)cc2)CC1
 : i	1.8
COc1cccc(C=O)c1OCCN1C(=O)c2ccccc2C1=O
 : i	0.03
Cn1nc(C(=O)NCc2cccc(Cl)c2)c2c1-c1ccccc1S(=O)(=O)C2
 : i	0.48
CC(=O)Nc1nc2c(F)cccc2s1
 : i	0.33
COc1ccc2cc3c(N)nn(C(=O)Cc4c[nH]c5ccccc45)c3nc2c1
 : i	-0.52
Cc1ccc(NC(=O)Nc2cccc(F)c2)nc1
 : i	0.46
Cc1cccc(/C=N/c2sc3c(c2C(=O)OC(C)(C)C)CCN(C)C3)c1O
 : i	1.5
Cc1nc2cc(-c3ccc(F)cc3)[nH]n2c(=O)c1C
 : i	-0.73
Nc1c(C(=O)Nc2ccccc2F)sc2nc(-c3ccco3)ccc12
 : i	0.9
CC1(C)CC(CCNC(=O)c2ccc(-n3cnnn3)cc2)CC(C)(C)N1
 : i	0.19
O=C(O)CCn1nnc(-c2cccs2)n1
 : i	-0.11
N#Cc1ccc(Oc2cccc(C(=O)O)c2)cc1C#N
 : i	0.19
COC(=O)C1CCN(C2=C(NS(=O)(=O)c3ccc(Cl)cc3)C(=O)c3ccccc3C2=O)CC1
 : i	2.3

# Other structures:
# Value order – CHT block	Kir21 block
O=C1C2CCCN2C(c2ccc(F)cc2)N1c1nccs1 (stereo not given)
 : i	-0.44
OC(COc1cccc2ccccc12)CN1CCN(c2ccccc2)CC1 (stereo not given)
 : i	1.7
CCOC(=O)C(=O)Nc1ccc(OC)c(Cl)c1
 : i	0.74
O=[N+]([O-])c1cc(S(=O)(=O)NC2=NCCCCC2)ccc1NCC1CCCCC1
 : i	-0.97
COc1cc(CNCc2ccc(Br)cc2)cc(OC)c1
 : i	-7.5*
COC(=O)c1ccc(C(=O)OC)c(NC(=O)CN2CCN(c3ccc(OC)cc3)CC2)c1
 : i	-0.92
CCC1=NN2C(=N)/C(=C\c3cccn3-c3ccc(C)cc3C)C(=O)N=C2S1
 : i	1.8
CCC(=O)Nc1cc(C(=O)O)ccc1Sc1ccccc1
 : i	3.7
Cn1c(C(=O)O)c(CC(=O)Nc2ccccc2F)c2ccccc21
 : i	-2
NCCCC[C@@H]1NC(=O)c2cc([N+](=O)[O-])cc(I)c2SC[C@@H](C(N)=O)NC(=O)[C@H](Cc2ccc(O)cc2)NC1=O
 : i	1.8
COc1ccccc1NC(=O)CSc1nnnn1-c1ccc(F)cc1
 : i	-1.2
CCOC(=O)C1CCCN(C2=NC(=O)/C(=C/c3ccc(N(C)C)cc3)S2)C1 (stereo not given)
 : i	-5.8
CCCCN(CC)C(=O)c1n[nH]c(=O)c2ccccc12
 : i	1.3
COC(=O)c1ccc(NC(=S)N2CCN(Cc3ccccc3OC)CC2)cc1
 : i	-0.01
CC(C(=O)Nc1cc([N+](=O)[O-])ccc1Cl)N1CCN(c2ccccc2O)CC1 (stereo not given)
 : i	-0.09

# Complete entries, looked up by structure. Values in the order: CHT block | Kir21 block
# Record of `COc1cc(CNCc2ccc(Br)cc2)cc(OC)c1` : i | -7.5*
# Record of `O=C1C2CCCN2C(c2ccc(F)cc2)N1c1nccs1` (stereo not given) : i | -0.44

# Continuation.
# Value order – CHT block	Kir21 block
CCOc1cc(C(N)=O)cc(Br)c1OCC
 : i	-0.97
CC1=NN(C(=O)c2ccc(Cl)cc2)C(O)(c2ccccc2)C1 (stereo not given)
 : i	0.1
COc1ccc(OC)c(NC(=S)NCc2cccs2)c1
 : i	0.52
COCCN(C(=O)c1snc(C(N)=O)c1N)C(C(=O)NC1CCCC1)c1cc(OC)c(OC)c(OC)c1 (stereo not given)
 : i	-0.53
Cc1cc(Br)ccc1NC(=O)C1CCCO1 (stereo not given)
 : i	-0.41
O=C(NC1CCCN(Cc2ccccc2F)C1)C1CCC1 (stereo not given)
 : i	-0.06
Cc1nc(Nc2ccc(Cl)c(Cl)c2)sc1C(=O)Nc1ccccc1
 : i	-0.95
Cc1ccc(-c2cc(C(=O)Nc3ccc(S(=O)(=O)Nc4ncccn4)cc3)[nH]n2)c(O)c1C
 : i	0.38
CC(=O)Nc1cccc(C(=O)/C=C/c2ccc(Br)cc2)c1
 : i	-6*
CNC(=S)N1N=C(c2ccc(C)cc2)CC1c1ccc(OC)cc1 (stereo not given)
 : i	1
Cc1cc(NC(=O)C2CC(c3ccccc3Cl)=NO2)no1 (stereo not given)
 : i	2
CCOC(=O)c1sc(N2C(=O)C(O)=C(C(=O)c3ccc(C)o3)C2c2ccc(OC)c(OC)c2)nc1C (stereo not given)
 : i	2.3
COC(=O)c1ccc2c(=O)n(CCCCCC(=O)NCc3ccccc3)c(=O)[nH]c2c1
 : i	1.8
CCN(CC)C(=O)Cn1cc(S(=O)(=O)CC(=O)NCc2ccc(C)cc2)c2ccccc21
 : i	1.5
O=C(CSC1=NC2(CCCCC2)N=C1c1ccccc1)Nc1ccc2c(c1)OCCO2
 : i	-0.07

# Nothing new here: entries from further up.
# Value order – CHT block	Kir21 block
CC(=O)Nc1nc2c(F)cccc2s1
 : i	0.33
COc1ccc2cc3c(N)nn(C(=O)Cc4c[nH]c5ccccc45)c3nc2c1
 : i	-0.52

# Individual results from the list.
# Entry of `Nc1c(C(=O)Nc2ccccc2F)sc2nc(-c3ccco3)ccc12` under Kir21 block: 0.9
# Entry of `Cc1ccc(NC(=O)Nc2cccc(F)c2)nc1` under Kir21 block: 0.46
# Entry of `Cc1cc(NC(=O)C2CC(c3ccccc3Cl)=NO2)no1` (stereo not given) under Kir21 block: 2

# Carrying on.
# Value order – CHT block	Kir21 block
CC(=O)C1=C(O)C(=O)N(c2ccc(O)cc2)C1c1cccc(F)c1 (stereo not given)
 : i	0.94
O=C1C=C(N2CCOCC2)CCC1
 : i	-0.44
CC(=O)c1cccc(NC(=O)CCCNC(=O)c2ccc(Cl)cc2)c1
 : i	1
Cc1ccc(-c2nc3ccccc3c(=O)o2)cc1
 : i	0.71
Cn1nc(C(=O)Nc2ccc(S(=O)(=O)NCc3ccco3)cc2)c2ccccc2c1=O
 : i	1
COc1ccc(NC(=O)C2CCCN(c3cnccn3)C2)c(OC)c1 (stereo not given)
 : i	-0.17
Cc1ccc(NC(=O)NNC(=O)COc2ccc3ccccc3c2)cc1
 : i	-0.01
O=C(NCc1cccnc1)c1csc2c1CCCC2
 : i	-0.67
c1ccc(CO/N=C(\c2ccc(C3CC3)nc2)C2CC2)cc1
 : i	0
CCOC(=O)CSc1nc(N)nc(C)c1Br
 : i	-0.53
CCOC(=O)c1c(C)nc2sc(C(N)=O)c(N)c2c1-c1ccccc1
 : i	0.66
C=CCc1ccccc1OCC(O)CN1CCN(c2ccc(C)cc2)CC1 (stereo not given)
 : i	-1.9
O=C(NNc1ccc(-c2csnn2)cc1)c1cc(Cl)cc(Cl)c1
 : i	0.61
CCN(CC)S(=O)(=O)c1ccc(NC=C(C#N)C#N)cc1
 : i	-0.76
Cc1cccn2c(=O)c(C=Nc3ccccc3)c(NCc3ccco3)nc12
 : i	0.68

# (list continues)
smiles | CHT block | Kir21 block
CC(=O)Nc1ccc(S(=O)(=O)N2CCN(c3ccc([N+](=O)[O-])c(NCCN4CCOCC4)c3)CC2)cc1 | i | -1.6
COc1ccc(O)c(/C=C2/SC(=S)N(Cc3ccccc3)C2=O)c1 | i | -0.72
COc1ccc(-n2nnnc2-c2ccccc2)cc1 | i | 1.1
COc1cc(C(=O)N=c2sc3c(C)ccc(OC)c3n2C)cc(OC)c1OC | i | 0.12
CS(=O)(=O)N(CCc1ccccc1)CC(=O)NCc1cccnc1 | i | -1.1
N=C1C(c2nc3ccccc3[nH]2)=C(O)CN1NC(=O)c1c[nH]c2ccccc12 | i | -1.9
CCCCCN(C(=O)CCC(=O)OCC(=O)N(C)Cc1ccc(C)cc1)c1c(N)n(CCCC)c(=O)[nH]c1=O | i | -0.43
Cc1ccc(S(=O)(=O)N(C)/N=C/c2ccc(C(=O)O)cc2)cc1 | i | 1.8
Cc1nn(S(=O)(=O)N2CCOCC2)c(C)c1Br | i | -1.4
C=CCOC(=O)C1=C(C)NC2(O)c3ccccc3C(=O)C12O (stereo not given) | i | -0.56
CC(C)(C)Nc1nc(C(N)=O)nc(N2CCOCC2)n1 | i | -0.26
Cc1cccc(N2CCN(Cc3cn(C)nc3-c3ccccc3F)CC2)n1 | i | -0.98
O=C(COc1ccccc1Cl)NCc1nc(-c2ccccc2)no1 | i | 0.48
O=C(Nc1ccc(OCC(=O)N2CCN(S(=O)(=O)c3ccccc3)CC2)cc1)c1ccco1 | i | 1.5
Cc1ccccc1Cn1c(C(C)O)nc2ccccc21 (stereo not given) | i | -1.2
CCn1c(SCC(=O)c2cccs2)nnc1-c1ccco1 | i | -0.39
COc1cc(OC)cc(C(=O)NCC(=O)OCC(=O)N2c3ccccc3NC(=O)C2(C)C)c1 | i | 0.86
Cc1cc(C(=O)N/N=C2\CCCc3ccccc32)c(C)o1 | i | -0.63
COc1ccc(N(C)S(=O)(=O)c2ccc3c(c2)NC(=O)CO3)c(OC)c1 | i | 0.42
Cc1ccc(S(=O)(=O)N2CCC(C(=O)N[C@@H](C)C(=O)NC3CCCCC3)CC2)cc1 | i | 1.7
COc1ccc(CCN2C(=O)c3[nH]nc(-c4ccccc4O)c3C2c2ccccc2)cc1OC (stereo not given) | i | -0.1
Nc1cccc2c1C(=O)N(C(=O)c1ccc(S(=O)(=O)N3CCCCCC3)cc1)C2=O | i | -0.61
CCN1CCCC1CNS(=O)(=O)c1ccc(F)c(Cl)c1 (stereo not given) | i | -0.93
CN1CCN(C(=O)c2ccc(CN3CCOCC3)cc2)CC1 | i | -0.07
Cc1ccc(-c2noc(C3CCCN(S(=O)(=O)c4ccc(S(=O)(=O)N(C)C)cc4)C3)n2)o1 (stereo not given) | i | -0.84
CCOc1ccccc1C(=O)Nc1cc(C(=O)NCC(C)C)ccc1Cl | i | -1.6
CCCCn1c(=O)[nH]c(=O)c2c1nc(-c1ccccc1F)n2Cc1ccccc1OC | i | 0.7
O=S(=O)(c1ccc(Cl)cc1)c1ccccn1 | i | 0.85
CCC(C)C(=O)Nc1cc([N+](=O)[O-])ccc1Cl (stereo not given) | i | 0.04
O=C(NCC1OCCCN1S(=O)(=O)c1cc(F)ccc1F)C(=O)NC1CCCC1 (stereo not given) | i | -1.5

# Later entries.
smiles | CHT block | Kir21 block
Cc1ccc(C)n1NC(=O)c1cccc(Cl)c1 | i | -0.11
Cc1coc2cc3oc(=O)c(CCC(=O)N[C@@H](CCCNC(N)=O)C(=O)O)c(C)c3cc12 | i | -0.21
COc1cc(NC(=S)NN2CCN(C)CC2)cc(OC)c1 | i | 0.55
CCNC(=O)CN(c1ccccc1OC)S(=O)(=O)c1cccs1 | i | 0.67
O=C(O)C1CCCCC1C(=O)NCc1ccc(Cl)c(Cl)c1 (stereo not given) | i | -0.16
CCn1nnnc1-c1ccc(OC)c(S(=O)(=O)Nc2ccc(S(N)(=O)=O)cc2)c1 | i | 0.17
COC(=O)c1c(C)oc2cc(Br)c(OCC(=O)C(C)(C)C)cc12 | i | 0
Cc1ccc(N2CN(Cc3ccco3)CNC2=S)c(C)c1 | i | 2.1
CC(C)Cn1c(N)c(C(=O)COC(=O)c2ccc(F)cc2)c(=O)n(C)c1=O | i | -0.3
COc1ccc(OC)c(NC(=O)C2CC(C)=C(C)CC2C(=O)O)c1 (stereo not given) | i | 1.3
CCOC(=O)C1CCCN(S(=O)(=O)c2ccc3c(c2)N(C)C(=O)CC(=O)N3C)C1 (stereo not given) | i | 0.48
O=C(NCc1ccccn1)c1ccc(NS(=O)(=O)c2ccccc2)cc1 | i | 0.61
O=C1C=C(Nc2cccc(O)c2)CC(c2ccco2)C1 (stereo not given) | i | -1.3
O=C1N(Cc2ccc(F)cc2Cl)c2ccccc2C12OCCCO2 | i | -1.7
CCc1nnc(NS(=O)(=O)c2ccc(NC(=S)Nc3ccc(F)cc3)cc2)s1 | i | -1.4
Cc1cc(C)c2c(CC(=O)NNC(=O)c3ccccc3)coc2c1 | i | 0.57
COCCCNC(=O)c1ccc([N+](=O)[O-])cc1 | i | -1.1
CC(=O)Nc1ccc(NC(=O)COC(=O)Cc2cccs2)cc1 | i | -0.01
O=S(=O)(NCCNc1nccc(C(F)(F)F)n1)c1ccccc1 | i | -0.14
COc1ccc(C(CC(=O)c2ccccc2)S(=O)(=O)c2ccccc2)cc1 (stereo not given) | i | 0.26
COc1ccc(NC(=S)N2CCNC(=O)C2CC(=O)Nc2cccc(Cl)c2C)cc1 (stereo not given) | i | 0.33
CC(=O)c1cccc(NC(=S)NC(=O)c2ccc(C)cc2Cl)c1 | i | -0.07
CCS(=O)(=O)c1nc2ccccc2n1Cc1ccccn1 | i | -1.1
O=C1Nc2ccccc2C(=O)N2C[C@@H](O)C[C@H]12 | i | 0.86
O=C(Nc1ccc2cccnc2c1)c1ccc(Br)cc1 | i | 0.56
CCOC(=O)C(C(=O)Nc1ccccn1)C1CCCCC1 (stereo not given) | i | -0.32
O=C(NCCCc1ccccc1)C(=O)c1c[nH]c2ccccc12 | i | 1.2
CC(C)CCc1noc(CN2CCC(C(=O)N3CCOCC3)CC2)n1 | i | -0.27
COc1ccc(Cc2nc(-c3cccnc3)no2)cc1OC | i | -1.5
CN(/N=C/c1ccc2c(c1)OCO2)c1ccccc1 | i | 2.2

# Carrying on:
smiles | CHT block | Kir21 block
c1ccc(C[n+]2cccc3c4ccccc4ccc32)cc1 | i | -0.01
O=C(CSc1nnnn1-c1ccc(C(=O)O)cc1)NC1CC1 | i | 0.98
COc1ccc(OC)c(CNC(=O)C2CCN(S(=O)(=O)N3CCCC3)CC2)c1 | i | 0.27
COc1cccc(Cn2c(NCc3cccnc3)nc3c2c(=O)n(C)c(=O)n3C)c1 | i | -0.6

# Compounds were not picked by outcome. Share with any hit: about 1.6%.
